Assay outcomes as filed in PubChem BioAssay.
HCMV inh – blocks human cytomegalovirus replication; 4.5% of 410,000 active; HFF cells, HCMV-luciferase reporter, 72 h; stronger effect = lower value; AID 1259415; activity change, negative = inhibition, % at 57.5 µM; in the data active means activity change below about -60%; inconclusive means no clear call, values can overlap the other calls; inactive means above about -39%
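HFF cells seeded 16 h at 37C, treated with compounds, infected with luciferase-reporter HCMV at MOI 1 PFU/cell; luciferase read at 72 h post infection, normalized to buffer-only and Salinomycin controls.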
AmpC inh no detg – blocks E. coli AmpC beta-lactamase in detergent-free assay; P00811; AmpC nitrocefin hydrolysis, absorbance 480 nm, 0.0001% Triton; Potency, µM (doses to about 57.1 µM), for inactives: at the top dose activity change, negative = inhibition, usual class: inhibitors; 0.52% of 330,000 active;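 further: potency means the concentration at half of the fitted maximal effect; plate controls were no compound for no effect and no enzyme for full effect; nearly all actives have a fitted effect of over 20% in size; some results filed as inactive show a strong effect at the top dose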
Target sequence (P00811 whole entry, looked up): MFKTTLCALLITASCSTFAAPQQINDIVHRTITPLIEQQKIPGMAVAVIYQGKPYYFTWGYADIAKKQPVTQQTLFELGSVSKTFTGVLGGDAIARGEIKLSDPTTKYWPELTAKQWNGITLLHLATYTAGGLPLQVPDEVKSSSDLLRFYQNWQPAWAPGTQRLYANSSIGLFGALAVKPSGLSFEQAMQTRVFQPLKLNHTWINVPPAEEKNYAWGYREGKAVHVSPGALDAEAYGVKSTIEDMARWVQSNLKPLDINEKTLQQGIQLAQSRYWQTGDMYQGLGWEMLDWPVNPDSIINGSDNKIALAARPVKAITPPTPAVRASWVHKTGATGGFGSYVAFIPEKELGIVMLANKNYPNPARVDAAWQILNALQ
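AmpC (5.3 nM in the dispensed reagent) in 20 mM phosphate pH 7.0 with 0.01% (detergent screen) or 0.0001% Triton X-100 was preincubated with compounds for 15 min at room temperature. Nitrocefin was then added from an 800 uM solution, and hydrolysis was followed at 480 nm.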
AmpC inh detg – AmpC beta-lactamase inhibition with detergent present | AID 485294 | AmpC hydrolysis of nitrocefin, absorbance 480 nm, 0.01% Triton | 0.041% of 370,000 active | Potency, µM (titrated, usually from 114 µM), inactives show at the top dose activity change, negative = inhibition, hits mostly inhibitors;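 further: potency means the concentration at half of the fitted maximal effect; 0% = no-compound wells and -100% = no-enzyme wells; nearly all actives have a fitted effect of over 25% in size; some results filed as inactive show a strong effect at the top dose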
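AmpC (5.3 nM in the dispensed reagent) in 20 mM phosphate pH 7.0 with 0.01% (detergent screen) or 0.0001% Triton X-100 was preincubated with compounds for 15 min at room temperature. Nitrocefin was then added from an 800 uM solution, and hydrolysis was followed at 480 nm.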
AMA1-RON2 inh – inhibitors of Plasmodium falciparum AMA1-RON2 interaction. 0.2% of 360,000 active. Potency, µM (series often up to 58.2 µM), for inactives: top-dose activity change, negative = inhibition, actives largely listed as inhibitors. AlphaScreen AMA1-biotinylated RON2 peptide binding;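 further: potency means the concentration at half of the fitted maximal effect; 0% = vehicle wells and -100% = peptide control; nearly all actives have a fitted effect of over 45% in size; some results filed as inactive show a strong effect at the top dose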
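AMA1 (3D7) with his tag at 25 nM final met compounds first, then biotinylated RON2 peptide at 25 nM; detection used donor plus acceptor beads, 10 µg/mL apiece, read by AlphaScreen after 30 min at room temperature.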
Giardia FBPA inh – Giardia lamblia aldolase inhibition | purified Giardia FBPA | Potency, µM (series often up to 59.6 µM), without a hit: top-dose activity, negative = inhibition, hits mostly inhibitors | A8B2U2 | 0.71% of 290,000 active; further: potency means the concentration at half of the fitted maximal effect; nearly all actives have a fitted effect of over 55% in size
Target sequence (A8B2U2 whole entry, looked up): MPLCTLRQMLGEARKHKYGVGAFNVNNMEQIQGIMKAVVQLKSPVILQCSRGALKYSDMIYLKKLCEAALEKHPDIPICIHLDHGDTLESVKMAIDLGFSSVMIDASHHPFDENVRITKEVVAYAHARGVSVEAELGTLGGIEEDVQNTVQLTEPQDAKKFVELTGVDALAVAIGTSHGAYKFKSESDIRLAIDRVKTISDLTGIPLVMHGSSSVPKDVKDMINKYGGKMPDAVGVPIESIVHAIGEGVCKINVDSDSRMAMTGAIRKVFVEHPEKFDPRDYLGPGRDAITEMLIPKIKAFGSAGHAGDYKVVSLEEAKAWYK
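Giardia FBPA (40 nM reagent) was preincubated 10 min at RT with compound (up to 57.5 uM final), then substrate plus GAPDH/TPI/NAD/arsenate coupling system with diaphorase/resazurin was added; resorufin fluorescence (525/598 nm) was read after 20 min.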
Sm TGR block – S. mansoni TGR enzyme inhibition. Q962Y6. purified TGR, DTNB reduction, TNB absorbance 405 nm. Potency, µM (titrated, usually from 114 µM), for inactives: top-dose activity change, negative = inhibition, most hits filed as inhibitors. 3% of 360,000 active; further: potency means the concentration at half of the fitted maximal effect; nearly all actives have a fitted effect of over 60% in size
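First, TGR (20 nM dispensed) and NADPH were mixed with compound. Second, a 15 min room-temperature incubation followed. Third, further NADPH and then DTNB were added to start the reaction. Finally, TNB absorbance was monitored kinetically.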
Numbers without * were called inactive; ? = inconclusive; nt = not tested or not shown; & = joins results of further samples; [ ] = dose if it differs, or a comment. Unless noted, the call rests on the fitted dose curve; in most records, active means well fitted curve in the direction sought with a large enough effect; inconclusive means small, poorly fitted or top-dose-only effect, or another doubt; inactive means no such curve, though single readings can be large; an effect the other way counts as inactive or inconclusive. Unless noted, on the % scale 0 is the no-effect control and ±100 the full control effect.

SMILES	HCMV inh	AmpC inh no detg	AmpC inh detg	AMA1-RON2 inh	Giardia FBPA inh	Sm TGR block
COc1ccc(CCNC(=O)CCc2cn(C)c3ccccc23)c(OC)c1OC	?	45%	-4%	6%	-12%	6%
CSc1nc(C)c(C(=O)Nc2ccccc2)c(-c2ccco2)c1C#N	?	-31%	-12%	4%	-16%	-10%
O=C(Nc1ccc(F)cc1)N1CCN(CCc2ccccc2)CC1	3	-5%[2.29 µM]	-5%	-3%	0%	-4%
O=C(CSc1nc2c(c(=O)n1-c1ccc(Br)cc1)SCC2)Nc1nccs1	-6	-15%	-15%	-6%	0%	-6%
COc1cc2[nH]c(=O)n(CCC(=O)NCCC(C)C)c(=O)c2cc1OC	-4	-3%	-14%	3%	1%	-25%
Cc1ccc(NC(=O)CN(C)C(=O)CSc2ccc3c(c2)OCCO3)cc1	-5	-5%	-12%	3%	nt	1%
Cc1cc(C)n2nc(S(=O)(=O)N(C)c3ccccc3)nc2n1	-13	?	6%	2%	2%	-1%
CCn1c(=O)c2cc(C(=O)NCCOC)sc2c2ccccc21	113	22%	1%	1%	0%	-6%
CCc1ccc2nc(N3CCN(C(=O)C(C)(C)C)CC3)sc2c1	-30	39%	-9%	7%	nt	-9%
N#CCSc1ccccc1NC(=O)COC(=O)CCN1C(=O)C2CC=CCC2C1=O (centres undefined)	-37	-6%	-1%	?	nt	-14%
C=CCN(CC=C)C(=O)Nc1ccc2nc(C)sc2c1	11	-1%	11%	?	-8%	7%
Clc1ccc(Nc2c(-c3ccccc3Cl)nc3ccc(Cl)cn23)cc1	-14	nt	0%	nt	nt	-8%
CCSCc1nnc(SCC(=O)Nc2ccc(OC)cc2)n1C	-30	-12%	2%	8%	-2%	0%
CCc1ccc(C2=NN(CCC(=O)NC(C)c3ccc4c(c3)OCCO4)C(=O)CC2)cc1 (centres undefined)	-11	100%[activator]	2%	4%	7%	-1%
CCCCOC(=O)Nc1nc(C)c(C(=O)OCC)s1	?	-14%	-3%	-8%	1%	0%
O=C(O)CSc1nc2sc3c(c2c(=O)n1Cc1ccccc1)CCCCC3	?	-20%	-15%	-3%	2%	7%
Cn1ccnc1COc1ccc(C=O)cc1	26	-22%	-14%	0%	?	-25%
CCc1ccc(Nc2n[n+](-c3ccccc3)c(-c3cccc(Cl)c3Cl)s2)cc1	-69*	-31%	?	80%[activator]	nt	-11%
COc1ccc(N2CCN(c3oc(Cc4cccc5ccccc45)nc3C#N)CC2)cc1	-8	-9%	-11%	?	nt	5%
O=C(CS(=O)(=O)c1ccccc1)N1CCCCC1	16	-10%	?	17%	7%	-9%
CN(Cc1ccccc1)C(=O)CCC(=O)N(C)Cc1ccccc1	36	4%	?	1%	5%	0%
CCCn1c(=O)c(C(=O)NCc2ccco2)c(O)c2ccccc21	15	-16%	6%	0%	-1%	7%
COc1ccc(N2CCN(C(=O)CCN3C(=S)NC(C)(C)CC3C)CC2)cc1 (centres undefined)	-8	0%	3%	-15%	-1%	-8%
O=C(CCS(=O)(=O)c1cc2c3c(c1)CCN3C(=O)CC2)Nc1cccc(Br)c1	-15	nt	4%	nt	nt	0%
CCCCNc1c(C(=O)OCC)c(=O)[nH]c2ccccc12	?	-25%	-11%	-6%	-1%	-20%

2 compounds drawn at random from those above, as already listed:
SMILES	HCMV inh	AmpC inh no detg	AmpC inh detg	AMA1-RON2 inh	Giardia FBPA inh	Sm TGR block
N#CCSc1ccccc1NC(=O)COC(=O)CCN1C(=O)C2CC=CCC2C1=O (centres undefined)	-37	-6%	-1%	?	nt	-14%
C=CCN(CC=C)C(=O)Nc1ccc2nc(C)sc2c1	11	-1%	11%	?	-8%	7%

(more compounds)
SMILES	HCMV inh	AmpC inh no detg	AmpC inh detg	AMA1-RON2 inh	Giardia FBPA inh	Sm TGR block
CC(C)C(NC(=O)c1ccc(F)cc1)C(=O)Nc1cccnc1 (centres undefined)	10	-39%	-6%	20%	0%	2%
CCCn1nc(C(=O)NNC(=O)C2CSC3(C)CCC(=O)N23)c2ccccc2c1=O (centres undefined)	-17	-16%	-16%	145%[activator]	nt	3%
COc1cc2c(C(=O)Nc3ccc(C)cc3Br)cn(C)c(=O)c2cc1OC	3	nt	-8%	nt	nt	-7%
Cc1cccc(CSc2nnc(-c3ccco3)n2C)c1	-6	-14%	-9%	-12%	6%	0%
CCOc1cc(CNCCO)cc(Br)c1OCc1ccccc1	?	-12%[2.29 µM]	2%	20%	-1%	9%
O=C(CN(C(=O)c1nsc(Cl)c1Cl)c1ccc(F)cc1)NC1CCCC1	17	-10%	-4%	-3%	4%	-8%
COc1ccc(NC(=O)Cn2cc(C(=O)c3ccncc3)c(=O)c3cc(C)ccc32)cc1Cl	-9	-28%	-3%	nt	nt	-4%
CCCn1c(SCC(=O)Nc2ccc(C(=O)Nc3ccccc3OC)cc2)n[nH]c1=O	-15	-19%	3%	8%	-6%	3%
CC(=O)C1=C(c2ccc(Cl)cc2)N(C(C)=O)n2c(nnc2C2CCCCC2)S1	-15	nt	-2%	nt	nt	4%
Cc1ccc(C(=O)NC(=C(Cl)Cl)S(=O)(=O)c2ccc(Cl)cc2)cc1	-11	-33%	3%	28%	3%	nt
Nc1ccc(NC(=O)NC2CCCCC2)cc1	?	-12%	7%	-17%	0%	-4%
Cc1ccc(/C=C/c2ccc3cccc(O)c3n2)s1	114	-36%	2%	93%[activator]	-1%	-2%
COc1ccc(-c2nnc(SCC(=O)Nc3cc(C)on3)o2)cc1	-24	-35%[11.4 µM]	?	115%[activator]	-1%	3%
COc1cc(C(=O)Nc2nnc(C(C)(C)C)s2)c([N+](=O)[O-])cc1OC	13	-10%	2%	7%	3%	4%
CCOC(=O)N1CCN(c2cc(=O)n(-c3ccccc3C)c(=O)[nH]2)CC1	-24	-17%	0%	9%	-2%	2%
CCCN1C=CC(=C2C(=O)c3ccccc3C2=O)C=C1	-98*	-17%	3%	-4%	-6%	3%
CCc1cccc(C)c1NC(=S)N(CCN(C)C)C(C)c1cccnc1 (centres undefined)	9	-15%	6%	-4%	0%	4%
Cc1nc2ccn(Cc3cccnc3)c(=O)c2cc1C(=O)N1CCN(c2ccccc2F)CC1	11	nt	20%	nt	nt	8%
OCC[C@H]1C[C@@H](O)[C@H](O)[C@]2(CCc3ccccc3O2)O1	28	-19%	-7%	-1%	nt	-14%
O=C(COC(=O)Cc1cccc(F)c1)NC(=O)NC1CCCCC1	1	-12%	?	-5%	nt	-3%
CSc1ccc(COC(=O)c2cc([N+](=O)[O-])ccc2N2CCOCC2)cc1	-83*	-4%	-12%	?	nt	6%
Cn1c(=O)n(C)c2cc(N3CCOCC3)c(NS(=O)(=O)c3ccc(F)cc3)cc21	26	nt	7%	nt	nt	2%
Nc1c(N(CCC2=CCCCC2)C(=O)COc2ccc(F)cc2)c(=O)[nH]c(=O)n1Cc1ccccc1	nt	-40%	5%	8%	nt	-25%
Cc1ccc(/C=C2\CCn3c2nc2cc(C(=O)O)ccc2c3=O)c(C)c1	-5	-22%	1%	6%	-2%	-14%
C=CCNC(=O)NC(=O)COC(=O)CCCSc1nc2ccccc2[nH]1	-2	-26%	?	15%	-2%	7%

Following part.
SMILES	HCMV inh	AmpC inh no detg	AmpC inh detg	AMA1-RON2 inh	Giardia FBPA inh	Sm TGR block
COc1cc(C(=O)NC2CCCc3ccccc32)cc(OC)c1C (centres undefined)	-8	-26%	1%	0%	-15%	-9%
COc1ccc(CCNS(=O)(=O)c2cc3c(cc2C)NC(=O)CO3)cc1OC	23	-14%	-4%	1%	-10%	23%
Cc1c(C(=O)NCCCn2ccnc2)oc2ccccc12	25	13%	-9%	10%	11%	-2%[57.1 µM]
COc1ccccc1CN1CC(C(=O)NCCN2CCNC2=O)CCC1=O (centres undefined)	0	-12%	-8%	6%	2%	-14%
Cc1ccc2cc(C(c3nnnn3C(C)(C)C)N3CCCC3)c(=O)[nH]c2c1C (centres undefined)	nt	31%	-5%	nt	-2%	?
O=C(CN(C(=O)Cn1nnc(-c2ccccc2F)n1)c1cccc2c1CCCC2)NCc1ccccc1	24	?	0%	2%	0%	3%
COc1ccc(S(=O)(=O)NCc2ccc3c(c2)OCO3)cc1OC	32	-19%	3%	0%	-1%	3%
COc1ccc(C(NC(=O)/C=C/c2ccco2)c2ccc(OC)c(OC)c2)cc1 (centres undefined)	-13	31%	-6%	-18%	-1%	25µM*
COCc1ccc(CN2CCc3c([nH]c4ccccc34)C2C(C)(C)C)o1 (centres undefined)	56	-41%	-2%	-1%	-4%	-6%
CCOC(=O)C1=C(c2ccccc2)NC(=O)NC1c1ccsc1 (centres undefined)	5	-7%	?	-6%	-15%	-2%
COc1ccccc1CNC(=O)[C@H](C)NC(=O)[C@@H]1Cc2ccccc2CN1	5	-8%	4%	14%	-20%	5%
COc1ccc(CC(=O)OCC(=O)NCc2ccco2)cc1OC	-1	-9%	-16%	20%	nt	40µM*
CC(C)Nc1nnc(SCC(=O)/C=C2\N(C)c3ccccc3C2(C)C)s1	-65*	0%	14%	12%[11.6 µM]	-18%	-4%
CCCn1c2ccccc2c2cnn(CC(=O)NCCc3ccc(C)cc3)c(=O)c21	-2	nt	4%	nt	nt	5%
CCOC(=O)C1CCN(S(=O)(=O)c2c(C)n(C)c(=O)n(C)c2=O)CC1	-17	-3%	?	4%	4%	3%
Nc1ccc(-n2nncc2-c2ccc(Cl)cc2)cc1	-13	-13%	0%	-3%	-6%	0%
Cc1cc(N2C(=O)C3C4CC(c5ccccc5)C(C4)C3C2=O)no1 (centres undefined)	-32	2%	-1%	-11%	0%	nt
CSc1ccc(N/N=C(/C#N)S(=O)(=O)C(C)(C)C)cc1	-16	-25%	0%	-1%	-2%	4%
CC(=O)NC(=S)NNC(=O)COc1ccc(Br)cc1	-22	-44%	-8%	30%[activator]	-8%	-15%
Cc1ccc(N2C(=O)c3ccc(C(=O)NCCN4CCOCC4)cc3C2=O)cc1	1	-8%	?	-12%	1%	-12%
COC(=O)c1ccc(C(=O)NC(=S)Nc2ccc3nc(SC)sc3c2)cc1	-26	-5%	4%	17%	2%	2%
CCN(CC)c1ccc2c(c1)C(=O)N(C)C2=O	-7	0%	-3%	27%	-2%	-5%
CCCCN(C(=O)c1cccc(S(=O)(=O)N(C)c2ccc(C)cc2)c1)c1c(N)n(CCCC)c(=O)[nH]c1=O	-30	-4%	2%	-18%	nt	8%
CC(C)c1ccc2occ(CC(=O)Nc3ccccc3Cl)c2c1	-13	nt	13%	nt	nt	6%
Cc1nc2scc(C)n2c(=O)c1S(=O)(=O)NCCc1ccccc1	26&17	-9%	0%&-1%	16%	2%	10%&5%
O=C(NCc1ccc(Cl)cc1)C(=O)Nc1nccs1	-15	-10%	-5%	19%	0%	-12%
